D3 antag – qHTS of D3 Dopamine Receptor Antagonist: qHTS. D(3) dopamine receptor (Homo sapiens), P35462. D3R cells, DiscoveRx beta-arrestin luminescence, antagonist mode; active compounds read low. max response, negative = inhibition, %. 360,000 tested, 2.5% active. AID 652054, 2013; in the data active = max response below about -50%; inconclusive = no clear call, values can overlap the other calls; note: % is set by controls: 0 for no effect and ±100 for the full control effect; mostly tested at two doses, the higher about 12 µM
Target sequence (P35462 whole entry, looked up): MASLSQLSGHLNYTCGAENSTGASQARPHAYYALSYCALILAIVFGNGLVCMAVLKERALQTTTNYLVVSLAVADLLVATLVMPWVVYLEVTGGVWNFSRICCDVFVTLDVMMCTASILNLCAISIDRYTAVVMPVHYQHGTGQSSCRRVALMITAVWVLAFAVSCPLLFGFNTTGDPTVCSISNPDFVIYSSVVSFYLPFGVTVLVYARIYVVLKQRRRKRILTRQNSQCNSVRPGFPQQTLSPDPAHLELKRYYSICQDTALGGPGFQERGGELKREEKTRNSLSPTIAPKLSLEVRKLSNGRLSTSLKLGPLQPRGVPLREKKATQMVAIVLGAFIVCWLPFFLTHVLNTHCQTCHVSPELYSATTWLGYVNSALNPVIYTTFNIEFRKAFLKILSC
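Cells expressing the human receptor were seeded at 1500 cells/well, incubated overnight at 37 degrees C in 5% CO2, then exposed to library compounds with dopamine controls for 90 minutes at 37 degrees C before luminescent detection.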
PLK1 PBD block – qHTS for Inhibitors of PLK1-PDB (polo-like kinase 1 - polo-box domain): Primary Screen; Serine/threonine-protein kinase PLK1 (Homo sapiens), P53350; Plk1 PBD binding of FITC phosphopeptide, fluorescence polarization; Potency, µM, for inactives: max response, negative = inhibition, actives largely listed as inhibitors; 360,000 tested, 2.8% active; AID 720504, 2013; note: potency is the fitted concentration of half-maximal effect; series mostly up to about 57 µM; % is set by controls: 0 for no effect and ±100 for the full control effect; nearly all actives have a fitted effect of over 65% in size
Target sequence (P53350 whole entry, looked up, the tested form may be a part): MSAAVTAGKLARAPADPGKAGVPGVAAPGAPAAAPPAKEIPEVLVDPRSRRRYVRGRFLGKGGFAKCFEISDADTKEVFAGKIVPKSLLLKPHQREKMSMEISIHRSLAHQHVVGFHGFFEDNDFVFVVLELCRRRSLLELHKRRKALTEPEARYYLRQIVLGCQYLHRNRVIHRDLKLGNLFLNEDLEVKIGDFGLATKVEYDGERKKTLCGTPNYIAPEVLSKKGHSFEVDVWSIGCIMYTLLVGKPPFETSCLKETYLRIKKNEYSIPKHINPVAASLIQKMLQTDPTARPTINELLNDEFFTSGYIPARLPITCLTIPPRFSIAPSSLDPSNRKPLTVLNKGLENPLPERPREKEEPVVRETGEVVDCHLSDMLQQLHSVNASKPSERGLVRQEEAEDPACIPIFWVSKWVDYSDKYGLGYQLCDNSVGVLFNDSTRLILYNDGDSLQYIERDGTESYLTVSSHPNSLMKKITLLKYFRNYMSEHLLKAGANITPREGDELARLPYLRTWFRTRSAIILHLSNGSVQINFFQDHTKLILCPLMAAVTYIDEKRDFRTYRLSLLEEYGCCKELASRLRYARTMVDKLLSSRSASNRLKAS
DRD3 agonist – qHTS of D3 Dopamine Receptor Agonist: qHTS. D(3) dopamine receptor (Homo sapiens), P35462. D3R DiscoveRx beta-arrestin cells, luminescence, 90 min. max activation, %. 410,000 tested, 0.58% active. AID 652048, 2013; in the data active = max activation above about 30%; note: 0% is about no effect; mostly tested at two doses, the higher about 12 µM
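Cells at 1500/well, incubated overnight, then treated with pinned compounds (dopamine as control) for 90 min at 37 degrees C. DiscoveRx reagent added for 30 - 60 minutes at room temperature; luminescence read.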
GLP1R ag – qHTS of GLP-1 Receptor Agonists; Glucagon-like peptide 1 receptor (Homo sapiens), P43220; HEK293 GLP-1R CRE-luciferase, luminescence, 4-6 h; cells express a hypersensitive GLP-1R form; Potency, µM (titrated, usually from 45.6 µM), inactives show at the top dose activation, usual class: activators; 380,000 tested, 0.007% active; AID 624172, 2012; note: potency is the fitted concentration of half-maximal effect; % of control where 0% means no effect
PI5P4K alpha inh – qHTS for Inhibitors of phosphatidylinositol 5-phosphate 4-kinase (PI5P4K); max response, %; AID 652105, 2013; 330,000 tested, 1.2% active; Phosphatidylinositol 5-phosphate 4-kinase type-2 alpha (Homo sapiens), P48426; PI5P4Kalpha enzyme, ADP-Glo luminescence, 60 min; active compounds read low; active = max response of -50% or lower; inconclusive = between -30% and -50%; inactive = -30% or higher; note: value at the top dose of about 77 µM; % is set by controls: 0 for no effect and ±100 for the full control effect
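ADP-Glo luminescence end-point read after a 60 min room-temperature kinase reaction of PI5P4Kalpha plus substrate, initiated with ATP at 5 microM final. Buffer: 0.038 M HEPES pH 7.4, EGTA, 0.1% CHAPS, 5% DMSO.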
WRN inhibitor – qHTS for Inhibitors of WRN Helicase. Bifunctional 3'-5' exonuclease/ATP-dependent helicase WRN (Homo sapiens), Q14191. WRN helicase unwinding, fluorescent forked duplex, kinetic. Potency, µM (top dose mostly 114 µM), for inactives: at the top dose activity change, negative = inhibition, actives largely listed as inhibitors. 360,000 tested, 0.46% active; note: potency is the fitted concentration of half-maximal effect; % is set by controls: 0 for no effect and ±100 for the full control effect; nearly all actives have a fitted effect of over 55% in size
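Fluorescence dequenching readout, ex 525 nm/em 598 nm, kinetic mode: forked duplex DNA (100 nM final) with adjacent fluorophore and quencher unwound by WRN (20 nM final) with 2 mM ATP. Compound preincubation 15 min, room temperature.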
IL-2 act – qHTS of IL-2 Activators; activation, % (series mostly up to about 46 µM); IL-2 activation reporter assay, cell-based qHTS; stimulated with anti-CD3/CD4/CD28 beads; in transgenic mouse T cells; 360,000 tested, 0.065% active; in the data active = activation above about 50%; inconclusive = mostly about 30% to 49%; note: 0% is about no effect
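Screening format: compound pinned onto unstimulated transgenic mouse T cells, 60 min incubation, then anti-CD3/anti-CD4/anti-CD28 bead stimulation for 18 hours at 37 degrees C, followed by EGFP and DsRed detection.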
HEK293 tox – qHTS of GLP-1 Receptor Inverse Agonists: Cytotox Screen; AID 624418, 2012; Potency, µM (series often up to 38.3 µM), inactives show at the top dose activity change, negative = inhibition, actives largely listed as inhibitors; 410,000 tested, 0.13% active; HEK293 cAMP-luciferase reporter cells, luminescence, 24 h;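 note: loss of luciferase light is scored as toxicity; potency is the fitted concentration of half-maximal effect; % is set by controls: 0 for no effect and ±100 for the full control effect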
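MLSMR compounds, 24 hr on cells at 37 deg C/5% CO2; luminescence after luciferase reagent (12 min RT). Inhibition counted as the undesired cytotoxic outcome.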
GLP-1R inv ag – qHTS of GLP-1 Receptor Inverse Agonists (Inhibition Mode); 410,000 tested, 1.6% active; Glucagon-like peptide 1 receptor (Homo sapiens), P43220; HEK293 GLP-1R CRE-luciferase, luminescence, 24 h; GLP-1R form is constitutively active; Potency, µM (series often up to 38.3 µM), for the others: at the highest dose activity change, negative = inhibition, most hits filed as inhibitors; note: potency is the fitted concentration of half-maximal effect; % is set by controls: 0 for no effect and ±100 for the full control effect; nearly all actives have a fitted effect of over 55% in size
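qHTS in 1536-well format: reporter HEK293 cells expressing constitutive GLP-1R activity in DMEM + 10% Nu serum, 24 hr with compounds at 37 deg C, luminescence read after 12 min with detection reagent.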
The depositor's hits bear a star; ? = inconclusive; · = no result given; & = joins results of further samples; [ ] = remark or other dose. Unless noted, calls come from the whole dose curve; as a rule, active = well fitted curve in the direction sought with a large enough effect; inconclusive = small, poorly fitted or top-dose-only effect, or another doubt; inactive = no such curve, though single readings can be large; an effect the other way counts as inactive or inconclusive.

Sample of the layout, five compounds:
Values run as follows: HEK293 tox, DRD3 agonist, PI5P4K alpha inh, WRN inhibitor, GLP-1R inv ag, PLK1 PBD block, D3 antag, IL-2 act, GLP1R ag
CCOc1ccc(NC(=O)CSc2nnc(NC(=O)C3CC3)s2)cc1
  1%, 1, -8, 1%, 4%, 6%, 2, 1.5, 3%
CNC(=O)c1ccc2c(c1)nnn2C
  8%, 1, -9, -2%, 25%, -2%, -1, -3.9, -4%
O=C(O)CC(C(=O)N(c1ccccc1)c1ccccc1)N1CCOCC1 (stereo unspecified)
  -2%, 7, -3, 2%, -25%, 0%, -13, -0.4, -20%
Cc1cccc(Nc2nc(C)nc3c2oc2ccccc23)c1
  16%, 2, -9, -4%, ?, -2%, 2, -3.2, 8%
Cc1ccc2c(c1)N(CC(=O)Nc1ccccc1F)C(=O)CO2
  1%, 7, 1, 5%, 9%, 2%, -19, 2.4, 4%

This part in full, previewed entries included:
Values run as follows: HEK293 tox, DRD3 agonist, PI5P4K alpha inh, WRN inhibitor, GLP-1R inv ag, PLK1 PBD block, D3 antag, IL-2 act, GLP1R ag
CCOc1ccc(NC(=O)CSc2nnc(NC(=O)C3CC3)s2)cc1
  1%, 1, -8, 1%, 4%, 6%, 2, 1.5, 3%
CNC(=O)c1ccc2c(c1)nnn2C
  8%, 1, -9, -2%, 25%, -2%, -1, -3.9, -4%
O=C(O)CC(C(=O)N(c1ccccc1)c1ccccc1)N1CCOCC1 (stereo unspecified)
  -2%, 7, -3, 2%, -25%, 0%, -13, -0.4, -20%
Cc1cccc(Nc2nc(C)nc3c2oc2ccccc23)c1
  16%, 2, -9, -4%, ?, -2%, 2, -3.2, 8%
Cc1ccc2c(c1)N(CC(=O)Nc1ccccc1F)C(=O)CO2
  1%, 7, 1, 5%, 9%, 2%, -19, 2.4, 4%
CC(=O)Nc1ccc(NC(=O)C(C)n2nc([N+](=O)[O-])c(Br)c2C)cc1 (stereo unspecified)
  -7%, 0, ·, -14%, 5%, -7%, -20, -0.5, 5%
CC(Sc1cnccn1)C(=O)O (stereo unspecified)
  0%[7.66 µM], 3, -1, 6%, 6%[7.66 µM], -6%, 5, -0.3, 1%
O=[N+]([O-])c1ccc(N/N=C/c2sc(N3CCOCC3)nc2-c2ccccc2)c(S(=O)(=O)Nc2ccc(Cl)cc2)c1
  -18%, -29, -18, 5%, ?, 16%, -70*, -1.0, 4%
CC(C)c1cc[n+](-c2nc([O-])sc2C=O)cc1
  -3%, 14, -16, 6%, 1%, ?, 47, 0.7, -1%
COc1ccc(CCNC(=O)c2ccc(Cl)cc2Cl)cc1
  -7%, -4, 1, 3%, ?, -5%, 13, -1.3, 0%
CCCNS(=O)(=O)c1ccc(CCC(=O)NCCc2ccc(OC)c(OC)c2)cc1
  13%, 8, 2, -5%, 7%, ?, 3, -3.0, 15%
Cc1c(NC(=O)c2cc(-c3cccc(Cl)c3)on2)c(=O)n(-c2ccccc2)n1C
  -8%&-6%, -10&-11, 1, 10%, ?, -17%, -11, 1.2, 16%
CC1(C(=O)NS(=O)(=O)c2ccc(F)cc2F)CCN1C(=O)c1ccccc1 (stereo unspecified)
  5%, -7, -10, 5%, -17%, -9%, 0, 0.9, -2%
Cn1cc(-c2cc(C(=O)O)on2)cn1
  15%, 3, ?, -1%, 11%, -11%, -19, -0.1, -8%
CCN(CC)C(=O)C1=C(C)N(Cc2ccc(F)cc2)C(=O)C(CC(=O)NCc2ccco2)C1 (stereo unspecified)
  -7%, -5, -1, 8%, 12%, 3%, -21, -1.4, -4%
COc1ccccc1NC(=S)NC1CCCCC1
  -1%, 2, 3, -17%, -19%, -29%, 28, -0.3, 0%
CCC(=O)N(Cc1ccco1)Cc1cc2cc3c(cc2[nH]c1=O)OCO3
  3%, -1, -4, 8%, 4%, -12%, 11, 1.5, 5%
COc1cc(/C=N/NC(=O)c2nnn(-c3nonc3N)c2C(C)C)ccc1O
  2%, 2, -3, -8%, 17%, 0%, 16, -0.8, 11%
CCCS(=O)(=O)NC(=O)C1(C)CCN(C(=O)c2cccs2)C1 (stereo unspecified)
  2%, -6, 0, 6%, 24%, -9%, -5, 1.4, 9%
Cc1cccc(CCNC(=O)c2cccc(N3CCCC3=O)c2)c1
  8%, 0, 1, -2%, ?, -5%, 13, 0.3, -5%
COc1cccc(CC(NC(C)=O)C(=O)NC2CCN(S(=O)(=O)c3ccc4ccccc4c3)CC2)c1 (stereo unspecified)
  0%, -5, ·, -4%, 0%, -6%, -17, -2.1, 3%
CC1CCc2c(sc3ncnc(NCCN4CCOCC4)c23)C1 (stereo unspecified)
  1%, -7, 0, 2%, 7%, -7%, -71*, -3.0, -3%
O=C(CSC1=NNC(c2ccccn2)S1)Nc1ccccc1 (stereo unspecified)
  -27%, 6, -1, -2%, ?, -10%, 6, 0.6, -1%
Cc1cc(-c2csc(N)n2)c(C)n1-c1ccc(Cl)c(Cl)c1
  0%, -1, -8, -9%, 11%, 0%, 0, 1.6, -4%
COc1ccc2c(c1)OC[C@H]1[C@H]2N2C(=O)[C@H](C)NC(=O)[C@@]2(C)[C@H]1c1ccccc1
  5%, 6, -1, 1%, 13%, -2%, -22, 1.6, 5%
CCOC(=O)N1CCN(c2c(NCCCN(CC)c3cccc(C)c3)c(=O)c2=O)CC1
  -17%, -23, ·, -6%, ?, -14%, -22, -2.6, 6%
Cc1ccc(CN2CCC(n3nccc3NC(=O)c3ccc4c(c3)OCO4)CC2)o1
  -2%, -24, 0, ?, -16%, -10%, -11, -3.6, -10%
Cc1ccc(S(=O)(=O)NC(=O)C2(C)CCN2C(=O)CC2CCCC2)cc1 (stereo unspecified)
  -20%, 2, 10, 1%, -19%, -2%, -4, -0.4, -3%
NC(=O)c1c(NC(=O)CCCC(=O)O)sc2c1CCCCCC2
  7%, -2, -18, -17%, 9%, 27µM*, ?, 0.2, 0%
Cc1nnc(SCC(=O)NNC(=O)COc2ccc(Cl)cc2)n1C
  0%, 10, -4, -1%[57.1 µM], 10%, -1%, -6, 0.5, 8%
CN(C)c1cc[n+](Cc2ccccc2)cc1
  -9%, -5, 1, -13%, -26%, -2%, -2, 3.3, -9%
COc1ccc(N=Cc2c(O)[nH]c3ccccc23)cc1OC
  ?, 6, 10, -19%, 5%, 1%, 5, -0.7, 8%
CCCNC(=O)c1cc(C)no1
  7%, -1, 0, 2%, 16%, -6%, 3, -2.8, -9%
CCCN(CC(=O)Nc1ccccc1OC)C(=O)Cn1c(=O)oc2ccccc21
  -15%, 18, 1, 1%, 6%, -1%, 5, -1.0, 3%
CC12CCC(=O)C=C1CCC1C2C(O)CC2(C)C(c3csc(N)n3)CCC12 (stereo unspecified)
  -14%, 7, -3, -2%, ?, -3%, 11, -0.2, -1%
COc1ccccc1C(C)N(C)Cc1nc(COc2ccccc2)no1 (stereo unspecified)
  9%, -4, 10, 0%, -21%, 2%, 15, 0.4, 6%
Cc1ccc(NC(=O)c2ccc(CSc3ccccn3)cc2)c(O)c1
  -8%, 3, -2, 2%, ?, -20%, -7, 1.2, 8%
CCOc1ccc(OCCC(=O)OCC(=O)c2c(N)n(C)c(=O)n(C)c2=O)cc1
  1%, -4, -7, -5%, 7%, -3%, -25, 0.3, 6%
CCC(C)NC(=O)C(NS(=O)(=O)c1ccc2c(c1)c(=O)n(C)c(=O)n2C)c1ccccc1 (stereo unspecified)
  14%, 1, 0, -4%, 3%, 7%, 12, 0.7, -4%
O=C(Nc1ccn(CCCN2CCN(c3ncccn3)CC2)c(=O)n1)OCc1ccccc1
  -3%, 1, 0, 1%, 5%, 1%, ?, 1.0, 8%
O=C(COc1ccc(F)cc1)N1c2ccccc2CCc2ccccc21
  0%, 2, -1, 3%, ?, 4%, 29, -1.8, 8%
CCc1ccc(NC(=O)Cn2ncn3c(cc4ccccc43)c2=O)cc1
  -8%&-11%, 7&-6, ?, 6%, 12%&-1%, 15µM*, -8, -0.5, -3%
Cc1ccc([C@@H]2CC=C(C(=O)O)[C@H](c3ccc(F)cc3)N2S(=O)(=O)c2ccccc2C)cc1
  -7%, -41, 14, 1%, ?, -16%, -27, 0.0, -5%
CN(Cc1ccco1)S(=O)(=O)c1ccc(CN2C(=O)c3cccnc3C2=O)s1
  -8%, 2, 2, -10%, -11%, 27µM*, 4, -1.1, -5%
O=C(NCCc1ccco1)c1nn(Cc2ccccc2)c(=O)c2ccccc12
  -17%, 14, -14, -18%, ?, -7%, 6, 0.0, 9%
Oc1ccc(/C=N/n2cnn(Cc3ccccc3Cl)c2=S)c(O)c1
  -13%, 13, -4, -2%, ?, 11µM*, 12, -0.5, 11%

Reformatted: three of the compounds above.
compound: Cc1cccc(CCNC(=O)c2cccc(N3CCCC3=O)c2)c1
  HEK293 tox: 8%	DRD3 agonist: 0	PI5P4K alpha inh: 1	WRN inhibitor: -2%	GLP-1R inv ag: ?	PLK1 PBD block: -5%	D3 antag: 13	IL-2 act: 0.3	GLP1R ag: -5%

compound: COc1cccc(CC(NC(C)=O)C(=O)NC2CCN(S(=O)(=O)c3ccc4ccccc4c3)CC2)c1 (stereo unspecified)
  HEK293 tox: 0%	DRD3 agonist: -5	PI5P4K alpha inh: ·	WRN inhibitor: -4%	GLP-1R inv ag: 0%	PLK1 PBD block: -6%	D3 antag: -17	IL-2 act: -2.1	GLP1R ag: 3%

compound: CC1CCc2c(sc3ncnc(NCCN4CCOCC4)c23)C1 (stereo unspecified)
  HEK293 tox: 1%	DRD3 agonist: -7	PI5P4K alpha inh: 0	WRN inhibitor: 2%	GLP-1R inv ag: 7%	PLK1 PBD block: -7%	D3 antag: -71*	IL-2 act: -3.0	GLP1R ag: -3%
